SNCA expr inh: reduces expression of the alpha-synuclein gene | HEK-293 SNCA-luciferase knock-in, luminescence, 24 h | AID 1671194 | Potency, µM (titrated, usually from 57.2 µM), without a hit: top-dose activity change, negative = inhibition, usual class: inhibitors | 0.17% of 140,000 active;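 also: potency is read from the fitted curve at half-maximal effect; plate controls were DMSO cells for no effect and cell-free wells for full effect; nearly all actives have a fitted effect of over 45% in size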
HEK293 tox: cytotoxic compounds in HEK 293 cells; Potency, µM (highest dose often 115 µM), inactives show at the top dose activity change, negative = cytotoxicity, hits mostly inhibitors; 6.6% of 94,000 active; HEK 293 viability, ATP luminescence (CellTiter-Glo), 48-72 h; also: potency is read from the fitted curve at half-maximal effect; nearly all actives have a fitted effect of over 60% in size
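CellTiter-Glo luminescence (cellular ATP) was read after 48 or 72 hr of compound exposure at 37 degree Celsius. Cells were HEK 293 plated at 250 cells/well.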
HEK293 viab: cell viability loss counter-screen. HEK-293-SNCA-luc viability, GF-AFC fluorescence, 24 h. Potency, µM (titrated, usually from 57.1 µM), without a hit: top-dose activity change, negative = cytotoxicity, usual class: cytotoxic. 0.12% of 150,000 active. AID 1671193;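 also: potency is read from the fitted curve at half-maximal effect; 0% = DMSO-treated cells and -100% = medium-only wells without cells; nearly all actives have a fitted effect of over 30% in size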
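Cytotoxicity counterscreen: after 24 h compound treatment of genome-edited SNCA-luciferase HEK-293 cells, live-cell protease substrate GF-AFC read by fluorescence after 30 min; activity scaled between DMSO (0%) and medium-only (-100%), curves Hill-fitted.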
GPT2 inhibitor: blocks human glutamate pyruvate transaminase 2; Q8TD30; Recombinant GPT2, coupled pyruvate oxidase/HRP Amplex Red fluorescence; Potency, µM (titrated, usually from 57.7 µM), for inactives: at the highest dose activity change, negative = inhibition, hits mostly inhibitors; 0.25% of 100,000 active; AID 1671188; also: potency is read from the fitted curve at half-maximal effect; nearly all actives have a fitted effect of over 60% in size; many of its hits are not listed in these tables
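Fluorescence read-out: pyruvate from GPT2 turnover coupled to pyruvate oxidase, HRP and Amplex Red (0.2mM ThPP, 0.2U/mL PO and HRP, 50uM Amplex final). Substrates 250uM a-KG, 2mM L-alanine; enzyme 10ng/uL; 30 min RT.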
NIH3T3 tox: NIH 3T3 cell cytotoxicity; NIH 3T3 viability, CellTiter-Glo ATP luminescence, 48-72 h; Potency, µM (highest dose often 96.7 µM), inactives show at the highest dose activity change, negative = cytotoxicity, hits mostly inhibitors; 4.3% of 94,000 active; also: potency is read from the fitted curve at half-maximal effect; nearly all actives have a fitted effect of over 55% in size
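NIH 3T3 cells at 400 cells/well received 23 nL of compound by pintool and were incubated 48 or 72 h at 37 °C. Viability was read as ATP-coupled CellTiter-Glo luminescence.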
IP6K1 inhibitor: blocks human inositol hexakisphosphate kinase 1; AID 1645851; 0.81% of 140,000 active; activity change, % (series mostly up to about 58 µM); Q92551; IP6K1 kinase, ADP-Glo luminescence, 2 h; stronger effect = lower value; in the data active = activity change below about -25%
Target sequence (Q92551 whole entry, looked up): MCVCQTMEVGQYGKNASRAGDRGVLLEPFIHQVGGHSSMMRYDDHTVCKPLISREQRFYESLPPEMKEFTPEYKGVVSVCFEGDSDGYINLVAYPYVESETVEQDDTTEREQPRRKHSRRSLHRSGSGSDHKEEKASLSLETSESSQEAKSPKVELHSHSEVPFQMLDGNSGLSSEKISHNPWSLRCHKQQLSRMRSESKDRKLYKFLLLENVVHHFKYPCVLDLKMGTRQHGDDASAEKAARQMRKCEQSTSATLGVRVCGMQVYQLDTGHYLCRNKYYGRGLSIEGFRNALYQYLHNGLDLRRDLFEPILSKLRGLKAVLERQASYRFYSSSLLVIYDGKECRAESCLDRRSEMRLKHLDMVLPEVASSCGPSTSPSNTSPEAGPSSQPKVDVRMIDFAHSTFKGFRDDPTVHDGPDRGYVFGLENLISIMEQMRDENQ
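ADP-Glo luminescence measures ADP made by human IP6K1 during a 2 h RT reaction with ATP/IP6 (mix at 1.3 mM/130 uM); top library doses 57.5 and 19.1 uM final.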
Luciferase inh: inhibitors of firefly (Photinus pyralis) luciferase; P08659; purified P. pyralis luciferase, luminescence, biochemical; Potency, µM (doses to about 115 µM), for the others: at the top dose activity change, negative = inhibition, hits mostly inhibitors; 2.5% of 76,000 active; AID 1347043; also: potency is read from the fitted curve at half-maximal effect; nearly all actives have a fitted effect of over 65% in size
Target sequence (P08659 whole entry, looked up): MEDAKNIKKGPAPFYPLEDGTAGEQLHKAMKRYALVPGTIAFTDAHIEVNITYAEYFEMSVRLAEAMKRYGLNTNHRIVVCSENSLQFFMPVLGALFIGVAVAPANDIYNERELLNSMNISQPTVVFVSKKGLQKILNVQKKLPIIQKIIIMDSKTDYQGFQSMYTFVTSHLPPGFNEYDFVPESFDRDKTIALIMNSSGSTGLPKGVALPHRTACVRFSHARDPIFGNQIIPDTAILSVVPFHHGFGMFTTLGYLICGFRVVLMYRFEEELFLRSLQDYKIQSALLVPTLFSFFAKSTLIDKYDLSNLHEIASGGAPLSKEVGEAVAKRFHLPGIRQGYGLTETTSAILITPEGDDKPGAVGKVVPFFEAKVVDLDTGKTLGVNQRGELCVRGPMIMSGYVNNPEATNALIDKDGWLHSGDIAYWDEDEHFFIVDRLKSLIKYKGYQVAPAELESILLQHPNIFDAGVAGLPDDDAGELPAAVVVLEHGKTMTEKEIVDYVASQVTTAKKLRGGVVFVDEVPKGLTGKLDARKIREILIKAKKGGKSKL
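Inhibitors were tested against purified firefly luciferase in a biochemical, low-substrate format (both substrates at 10uM) and luminescence measured with a CCD imager.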
Starred values were filed as active, the others as inactive; i = inactive; u = inconclusive; x = no result given; [ ] = another dose, or the depositor's remark. Unless noted, calls follow the shape of the dose curve; as a rule, active = well fitted curve in the direction sought with a large enough effect; inconclusive = small, poorly fitted or top-dose-only effect, or another doubt; inactive = no such curve, though single readings can be large; an effect the other way counts as inactive or inconclusive. Unless noted, % is scaled to controls: 0 for no effect and ±100 for the full control effect. The order is random. About 7.8% of those tested had a hit in this group.

| entry | canonical_smiles | HEK293 viab | NIH3T3 tox | SNCA expr inh | Luciferase inh |
| --- | --- | --- | --- | --- | --- |
| 1 | Cc1cccc(-n2nc(C)c(CCC(=O)N3CCSCC3)c2Oc2ccccc2C)c1 | -1% | u | -18% | -8% |
| 2 | Cc1cc(C(=O)N2CCC(O)(c3ccccc3)[C@H](N3CCCC3)C2)n[nH]1 (some centres not stated) | 5% | -14% | -8% | 0% |
| 3 | CC(Sc1nc2c([nH]c3ccccc32)c(=O)n1-c1ccccc1)c1ccccc1 (configuration not stated) | -9% | x | u | x |
| 4 | Cc1noc(C)c1CO[C@@H]1COCC[C@H]1NC(=O)c1cccc(=O)[nH]1 | -8% | -9% | -4% | -3% |
| 5 | O=[S+]([O-])(NCC1CN(Cc2cccc(Cl)c2)CC12CN(c1ccccc1)C2)c1ccccc1 (configuration not stated) | -14% | u | u | -17% |
| 6 | COc1ccc(-n2c(=O)c3ccc(C(=O)NCc4ccc(C)cc4)cc3n(Cc3cccc(Cl)c3)c2=O)cc1 | -10% | x | -17% | x |
| 7 | COc1cc(-c2nnc(SCCOc3ccccc3)o2)cc(OC)c1OC | -3% | x | -9% | x |
| 8 | CCc1nc2c(c(-c3ccc(OC)cc3)n1)CN(C(=O)c1ccc3c(c1)OCO3)CC2 | -11% | 40µM* | u | x |
| 9 | COc1ccc(OC)c(NC(=O)CCNS(=O)(=O)c2ccc3c(c2)oc(=O)n3C)c1 | 3% | x | -5% | x |
| 10 | O=C(NCCc1ccc(Cl)cc1)c1ccc2nnc(-c3ccc(Cl)cc3Cl)n2c1 | -1%[12.5 µM] | u | 5% | x |
| 11 | COc1ccc(CCNC(=O)CCc2nnc(-c3cccc(OC(C)C)c3)[nH]c2=O)cc1 | 2% | -3% | 12% | -14% |
| 12 | COC(=O)c1cc(S(=O)(=O)NCC2CCN(Cc3cccc(F)c3)CC2)cn1C | -1% | x | -4% | x |
| 13 | CN(CCC(N)=O)Cc1ccccc1OCC(O)CN1CCc2ccccc2C1 (configuration not stated) | -5% | u | -12% | -1% |
| 14 | Cc1csc2nc(COC(=O)c3ccccc3NC(=O)c3ccc(F)cc3)cc(=O)n12 | 1% | x | -9% | x |
| 15 | O=C(CN1CCCc2nc(-c3ccncc3)ncc2C1=O)NCCN1CCOCC1 | 0% | -1% | u | -6% |

| entry | GPT2 inhibitor | HEK293 tox | IP6K1 inhibitor |
| --- | --- | --- | --- |
| 1 | u | u | 8 |
| 2 | i | 8% | 34 |
| 3 | x | x | 52 |
| 4 | -1% | i | 21 |
| 5 | 0% | u | 7 |
| 6 | x | x | 0 |
| 7 | x | x | -2 |
| 8 | i | -7% | 4 |
| 9 | x | x | -13 |
| 10 | i | u | 2 |
| 11 | i | u | -7 |
| 12 | x | x | 14 |
| 13 | -7% | -10% | 8 |
| 14 | x | x | -9 |
| 15 | i | -4% | 6 |

Continuation:
| entry | canonical_smiles | HEK293 viab | NIH3T3 tox | SNCA expr inh | Luciferase inh |
| --- | --- | --- | --- | --- | --- |
| 16 | CC(C)c1nc2cc(C(=O)N3CCCC(c4ccccc4)C3)ccc2o1 (configuration not stated) | 1% | u | 79%[activator] | -22% |
| 17 | Cc1ccc(C2Cn3nnc(C(=O)N4CCN(C(=O)Cc5cccs5)CC4)c3CO2)cc1 (configuration not stated) | -9% | -22% | -11% | -8% |
| 18 | O=C(Cc1ccc(F)cc1)NCc1nc2cccnc2n1Cc1ccc(F)cc1 | -16% | x | 7% | x |
| 19 | COc1ccccc1CCC(=O)N1C[C@@H](CO)[C@H](N(C)C)C1 | -3% | 1% | -9% | 0% |
| 20 | CC(C)(O)CCc1cccc(C(=O)N2CC=C(c3ccc(F)cc3)CC2)c1 | u | u | u | 3% |
| 21 | CC1=C[C@@H](CNC(=O)NC2CCCCC2)[C@H](C(C)C)C[C@H]1Cc1nc2c(C)cccc2[nH]1 | -27% | -14% | -10% | 1% |
| 22 | O=C(c1ccccc1)N1CCC(c2nnc3n2C(C(=O)N2CCOCC2)CC3)CC1 (configuration not stated) | -2% | i | -4% | x |
| 23 | CN(Cc1cn(-c2ccccc2)nn1)C1CCSCC1 | 0% | u | 49%[activator] | -15% |
| 24 | COCC1CN(C2CCC2)CC12CCN(C(=O)Cn1cccn1)CC2 (configuration not stated) | -13% | 4% | 9% | -2% |
| 25 | COc1nc2c(cc1CNC(=O)CC1CC1)C(=O)N(CCc1ccccn1)C2 | 1% | -11% | -2% | 0% |
| 26 | CCCCC1(COC(=O)CCC(=O)O)C(=O)N(c2ccccc2)N(c2ccccc2)C1=O | -19%[23.9 µM] | x | -12%[25.6 µM] | x |
| 27 | COCC1OC(n2cnc3c(=O)[nH]cnc32)C(O)C1O (configuration not stated) | -5% | x | x | x |
| 28 | COc1cc2c(cc1OC)N1C(=O)C[C@]34C=CCN5CC[C@@H]2[C@@H](CC3)[C@]514 | -5% | x | x | x |
| 29 | CCOc1ccc(CC(=O)Nc2cccn3nc(C)nc23)cc1 | 3% | -3% | 36% | 0% |
| 30 | Cn1nc(CC2CCN(c3cc(N)ncn3)CC2)n(-c2ccccc2)c1=O | 0% | 2% | 2% | -3% |

| entry | GPT2 inhibitor | HEK293 tox | IP6K1 inhibitor |
| --- | --- | --- | --- |
| 16 | 3% | u | 6 |
| 17 | 2% | u | -12 |
| 18 | x | x | 33 |
| 19 | i | 2% | -1 |
| 20 | i | u | 12 |
| 21 | -7% | -10% | 8 |
| 22 | 3% | i | -17 |
| 23 | 2% | u | 7 |
| 24 | 2% | -4% | -4 |
| 25 | -23% | -9% | -5 |
| 26 | i | x | -5 |
| 27 | i | x | 5 |
| 28 | i | x | 2 |
| 29 | 1% | i | -2 |
| 30 | -7%[11.5 µM] | 2% | 10 |

Next part.
| entry | canonical_smiles | HEK293 viab | NIH3T3 tox | SNCA expr inh | Luciferase inh |
| --- | --- | --- | --- | --- | --- |
| 31 | CCc1ccccc1NC(=O)Cn1c(=O)n(CCc2ccccc2)c(=O)c2ccccc21 | 5% | x | -3% | x |
| 32 | CN(C)CCN(C)CC[C@H]1CN(C(=O)c2ccc(F)cc2)CC[C@H]1CC(=O)O | 2%[87.6 µM] | i | -17%[87.6 µM] | -2%[172 µM] |
| 33 | O=C(O)CCc1conc1-c1cccc(F)c1 | 17% | 3% | 31%[activator] | -14% |
| 34 | CCOC(=O)C1=CN(CC(=O)Nc2c(C)cc(C)cc2C)S(=O)(=O)N=C1C | -5% | -19% | -17% | 14% |
| 35 | Cn1nccc1C(=O)N1CCCC(c2nn[nH]n2)C1 (configuration not stated) | -4% | -1% | 4% | 6% |
| 36 | Cc1ccc(NC(=O)CSc2nnc(C)s2)c(C)c1 | -2% | x | 8% | x |
| 37 | Fc1ccc2[nH]c(-c3cccs3)cc2c1 | 6% | x | 84%[activator] | x |
| 38 | COCC(=O)NC1CCC12CCN(C(=O)c1cnc(C)cn1)CC2 (configuration not stated) | -9% | 3% | u | 5% |
| 39 | CC(C)CCN1CC2(COCC(=O)N(Cc3cccc(OC(F)(F)F)c3)C2)C1 | 7%[87.6 µM] | u | 8%[87.6 µM] | 4%[172 µM] |
| 40 | CC1Cc2cc(S(=O)(=O)NCc3ccccc3)ccc2N1C(=O)C1CCC1 (configuration not stated) | 16% | x | 2% | x |
| 41 | CCOc1ccc(CCNC(=O)Cn2cccc2-c2nc(-c3ccc(F)cc3)no2)cc1OCC | -29% | u | 0% | -5% |
| 42 | COc1ccc(-c2noc(CC3CCN(C(=O)c4ccc(OC)nc4OC)CC3)n2)cc1 | -20% | u | u | -1% |
| 43 | CC(=O)N1CCCN(Cc2ccc3c(c2)OCO3)c2ccccc21 | -11% | u | 30%[activator] | 0% |
| 44 | CCn1cc(C(=O)NCCc2ccc(Cl)cc2)c(=O)c2cc(S(=O)(=O)N3CCOCC3)ccc21 | 3% | x | -15% | x |
| 45 | CC(=O)NCc1c(I)c(NC(C)=O)c(I)c(C(=O)O)c1I | -18%[23.9 µM] | x | -55%[25.6 µM] | x |

| entry | GPT2 inhibitor | HEK293 tox | IP6K1 inhibitor |
| --- | --- | --- | --- |
| 31 | x | x | -9 |
| 32 | i | -2%[172 µM] | -18 |
| 33 | -24% | 0% | 6 |
| 34 | i | u | -2 |
| 35 | -7% | i | -8 |
| 36 | x | x | 16 |
| 37 | x | x | 15 |
| 38 | i | i | -9 |
| 39 | 1%[88.5 µM] | u | 14 |
| 40 | x | x | 28 |
| 41 | i | u | 13 |
| 42 | -5% | 20µM* | 4 |
| 43 | -3% | u | -1 |
| 44 | x | x | -15 |
| 45 | -10% | x | 6 |

(next part)
| entry | canonical_smiles | HEK293 viab | NIH3T3 tox | SNCA expr inh | Luciferase inh |
| --- | --- | --- | --- | --- | --- |
| 46 | CC(=O)N1c2ccccc2C(=O)C1N1CCN(c2cccc(C)c2C)CC1 (configuration not stated) | 8% | x | 35%[activator] | x |
| 47 | Cc1nnc2ccc(N3CCCN(C(=O)C4CC4)CC3)nn12 | x | -19%[138 µM] | x | x |
| 48 | O=C(NCc1ccccc1)C1COC2(CCN(C(=O)c3ccco3)CC2)N1C(=O)c1ccco1 (configuration not stated) | 3% | -2% | 8% | -8% |
| 49 | Cc1nc(N2CCC(NC(=O)c3ccccc3F)CC2)cc(C(F)(F)F)n1 | 3% | -8% | -15% | 22% |
| 50 | COCCN1C(=O)CCC2(C(=O)NCc3cn[nH]c3C)CCCC=C12 (configuration not stated) | 9% | -11% | -10% | -4% |
| 51 | CCc1noc(-c2cn(C3CCN(C(=O)c4cc(C5CC5)[nH]n4)C3)nn2)n1 (configuration not stated) | -3% | u | 1% | 6% |
| 52 | O=C(CSc1ncc(-c2ccccc2)[nH]1)Nc1ccc(F)cc1F | 13% | x | 42%[activator] | x |
| 53 | Cn1c(=O)c2cc(C(=O)NC3CCCCCC3)sc2c2ccccc21 | 5% | x | 8% | x |
| 54 | Cc1nonc1CN(C)C(=O)c1coc(COc2ccc(F)cc2Cl)n1 | 1% | u | 39%[activator] | 7% |
| 55 | Cc1ccccc1NC(=O)c1ccc2c(c1)c(C)c(C)n2Cc1ccccc1 | -12% | x | 56%[activator] | x |
| 56 | Cc1ccc(CNC(=O)c2cccc(Nc3nc4ccccc4n4nnnc34)c2)cc1 | 1% | x | 138%[activator] | x |
| 57 | Cc1ccc(C)c(CNC(=O)CCc2conc2-c2ccc(F)cc2)c1 | 10% | u | -17% | -24% |

| entry | GPT2 inhibitor | HEK293 tox | IP6K1 inhibitor |
| --- | --- | --- | --- |
| 46 | x | x | 31 |
| 47 | x | -26%[172 µM] | -12 |
| 48 | i | 2% | 0 |
| 49 | i | -2% | 3 |
| 50 | -9% | -11% | 8 |
| 51 | i | -11% | -15 |
| 52 | x | x | -11 |
| 53 | x | x | -14 |
| 54 | i | u | 12 |
| 55 | x | x | -6 |
| 56 | x | x | 21 |
| 57 | -4% | u | 7 |
